# Screens: PubChem BioAssay, Sanford-Burnham Center for Chemical Genomics
# ER stress death – ER stress cell death inhibition. CSM14.1 thapsigargin ER stress survival, ATP luminescence. relative survival (cellular ATP), % at 15 µg/mL (by protocol). actives 0.33% (n = 48,000);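 active = survival measured by cellular ATP above 50% at 15 µg/ml in the first screen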;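 note: cell death triggered by about 15 µM thapsigargin; ATP read 24 h after thapsigargin was added; plate controls were thapsigargin with DMSO for no effect and DMSO without thapsigargin for full effect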
# Numbers without * were called inactive; & = joins results of further samples. The list is partial; rates above refer to the full screens.
# Start of the listing, in advance:
smiles,ER stress death
Clc1ccc(Cc2noc(C34CC5CC(CC(C5)C3)C4)n2)cc1,-1
COc1ccc(-n2c(O)c(C3=c4ccccc4=NC3=O)sc2=O)cc1,2
Cc1ccc(CN2CCN(CCNC(=O)C(=O)Nc3ccc(F)cc3)CC2)cc1,2

# Main list, repeating the preview:
smiles,ER stress death
Clc1ccc(Cc2noc(C34CC5CC(CC(C5)C3)C4)n2)cc1,-1
COc1ccc(-n2c(O)c(C3=c4ccccc4=NC3=O)sc2=O)cc1,2
Cc1ccc(CN2CCN(CCNC(=O)C(=O)Nc3ccc(F)cc3)CC2)cc1,2
Cc1ccc2nc3[nH]c(=O)[nH]c(=O)c3nc2c1,1
CC(=O)Nc1ccc(S(=O)(=O)Nc2ccc3c(c2)OCCO3)cc1,-6
O=c1[nH]c(N/N=C/c2cccs2)nnc1-c1ccccc1,7
S=C(Nc1ccc(Cl)cc1Cl)NC1CCCCC1,-3
O=S(=O)(Nc1ccc(S(=O)(=O)N2CCOCC2)cc1)c1ccc(Br)cc1,10
CCOC(=O)C1=C(C)NC2=C(C(=O)CC(C)(C)C2)C1c1ccc(C)cc1C (configuration not stated),8
CC1=C(C(=O)OC2CCCCCC2)C(c2ccc3c(c2)OCO3)C2=C(CCCC2=O)N1 (configuration not stated),3
CC(=O)NC1=NC(=O)/C(=C\c2ccccc2C)S1,2
Cc1cc(Cl)ccc1NC(=O)CN(c1cccc([N+](=O)[O-])c1)S(=O)(=O)c1ccccc1,8
Cc1oc(C(=O)O)cc1CSC(C)C(=O)O (configuration not stated),-2
S=c1[nH]nc(-c2ccc(Cl)cc2)n1-c1ccc(Cl)cc1,6
Cc1ccccc1OCC(=O)Nc1ccc(Cl)cc1Cl,9
Cc1ccc(S(=O)(=O)NNC(=O)c2c[nH]c3ccccc23)cc1,10
COc1ccc(N2C(=O)CC(N3CCN(c4ccccc4F)CC3)C2=O)cc1 (configuration not stated),9
CCn1c2c(c3cc([N+](=O)[O-])ccc31)CCCC2=O,17
CCN1C(=O)/C(=C/c2cc([N+](=O)[O-])ccc2OC)SC1=S,1
N#CC1=C(N)C(C#N)(C#N)C(c2cccnc2)C2CSCC=C12 (configuration not stated),12

# Next part
smiles,ER stress death
CC(C)(C)C(=O)Nc1ccc(S(=O)(=O)Nc2nccs2)cc1,1
Cc1ccc(C(=O)Oc2ccccc2C(=S)N2CCOCC2)cc1,5
O=C(CC12CC3CC(C1)CC(CC(=O)N1CCOCC1)(C3)C2)N1CCOCC1,-1
CCOC(=O)c1ccccc1NC(=O)c1ccc(CN2CCc3ccccc3C2)cc1,9
CCc1ccc2oc(-c3cccc(NC(=O)c4ccc(C)c([N+](=O)[O-])c4)c3)nc2c1,11
CCC(C)NC(=O)C(=O)NCCc1ccccc1 (configuration not stated),9
CCOC(=O)N1CCN(C(=O)c2ccc(N(Cc3ccc(Cl)cc3)S(C)(=O)=O)cc2)CC1,2
CCc1ccccc1N(CC(=O)Nc1ccccc1C(=O)OC)S(C)(=O)=O,2
Cc1ccc(NC(=O)C(=O)NCCN2CCN(Cc3ccc(Br)cc3)CC2)cc1,5
O=C(O)c1c(Cl)c(C(=O)O)c(C(=O)O)c(Cl)c1C(=O)O,5
O=C(Nc1cccc2nsnc12)c1cc2ccccc2o1,7
O=C(NC(=O)c1ccccn1)NC(c1ccccc1)c1ccccc1,13&7
CCc1ccccc1N(CC(=O)O)S(C)(=O)=O,0
Cc1ccc(CNC(=O)Cc2ccc(Br)cc2)cc1,5
N/C(Cc1ccc(Cl)cc1Cl)=N\OC(=O)COc1ccccc1,7
O=C(c1cccc(OCc2ccccc2)c1)N1CCN(c2ccc([N+](=O)[O-])cc2)CC1,3
Cc1cc(C=C2C(=O)NC(=S)NC2=O)c(-c2ccccc2)n1-c1ccccc1,-1
O=C(Nc1cccc(C(F)(F)F)c1)C1CN(S(=O)(=O)c2ccccc2)CCN1S(=O)(=O)c1ccccc1 (configuration not stated),8
Cc1n[nH]c(C)c1CCCCCOc1ccc(Cl)cc1,-12
COc1ccc(NC(=O)Nc2nnc(CC(C)C)s2)cc1,17

# Sorted by SMILES length (falling): four of the compounds above
smiles,ER stress death
CCOC(=O)N1CCN(C(=O)c2ccc(N(Cc3ccc(Cl)cc3)S(C)(=O)=O)cc2)CC1,2
Cc1ccc(NC(=O)C(=O)NCCN2CCN(Cc3ccc(Br)cc3)CC2)cc1,5
CCc1ccccc1N(CC(=O)Nc1ccccc1C(=O)OC)S(C)(=O)=O,2
N/C(Cc1ccc(Cl)cc1Cl)=N\OC(=O)COc1ccccc1,7

# Additional entries follow.
smiles,ER stress death
Cc1c(Cl)cccc1-c1ccc(/C=C/c2cc(C(F)(F)F)[nH]c(=O)n2)o1,-1
CS(=O)(=O)N1CCN(c2ccc([N+](=O)[O-])c(N3CCCC3)c2)CC1,2
COc1cccc(/C=C2\SC(=S)N(c3cccc(C)c3)C2=O)c1,1
Cc1ccc(Cl)cc1N(Cc1ccc(C(=O)NN=C2CCN(C)CC2)cc1)S(=O)(=O)c1ccccc1,9
COc1ccc(NC(=O)c2cccc3c2-c2ccc(I)cc2C3)cc1,5
Cc1nn(C(=O)COc2ccc(Cl)cc2)c(C)c1Sc1ccccc1[N+](=O)[O-],9
Cc1ccc(-c2nc3ccccc3o2)cc1NC(=O)/C=C/c1cccc([N+](=O)[O-])c1,-2
CCNC(=S)NNc1nc(N2CCCCC2)nc(N2CCOCC2)n1,10
CC12CC3CC(C)(C1)CC(C(=O)Nc1cc(Cl)ccc1Cl)(C3)C2,15
COc1ccc(/C=C/C(=O)NC(=S)Nc2ccccc2O)cc1,6
COc1ccc(C(=O)CC(c2ccccc2)S(=O)(=O)c2ccccc2)cc1 (configuration not stated),-2
Cc1oc(C)c2c(=O)cc(-c3ccc4c(c3)OCO4)cc(O)c12,-6
COc1ccc(C(=O)Nc2ccc(Br)c(Cl)c2)cc1,-3
CCc1ccccc1NC(=O)c1c(NC(=O)c2ccco2)sc2c1CCC2,-5
COc1ccc(/C=C2\C(=O)N(C)C(=S)N(c3ccc(C)cc3)C2=O)cc1OC,2
O=C(N/N=C/c1ccncc1)c1[nH]c2ccc([N+](=O)[O-])cc2c1-c1ccccc1,-2
O=C(NC(c1ccccc1)c1ccccc1)c1ccncc1,15
CC(=O)N1CCN(c2ccc(NC(=O)c3ccccc3)cc2)CC1,2
N#C/C(=C\c1ccco1)c1nn(CCO)c(N)c1C#N,5
CCOC(=O)c1c(NC(=O)CC(c2ccccc2)c2ccccc2)sc(C(N)=O)c1C,-4

# Further records:
smiles,ER stress death
CSc1ccc(/C=N/NC(=O)/C(=C\c2ccc3c(c2)OCO3)NC(=O)c2ccccc2)cc1,2
O=C1OC(c2ccc(Cl)cc2)=C/C1=C\c1cccs1,-9
Cc1ccc(/C=C/C(=O)Nc2ccc([N+](=O)[O-])cc2)o1,-2
CC(C)(C)c1cc(C(=O)N/N=C\c2ccc(Cl)cc2)n[nH]1,4
COc1ccc(/C(N)=N/OC(=O)COc2ccc(C(C)(C)C)cc2)cc1,6
CN(C)c1ccc(/C=N/Nc2ncnc3c2cnn3Cc2ccccc2)cc1,15
COc1ccc(NC(=O)C(O)(c2ccccc2)c2ccccc2)cc1,6
CCn1c(=O)c2c(n3cnnc13)-c1ccccc1CC21CCCCC1,3
COc1ccc(C(C)NC(=O)CN(c2ccc(OC)cc2OC)S(=O)(=O)c2ccccc2)cc1 (configuration not stated),1
CC1(C)NC(=S)N(c2ccccc2)N1,3
CCOc1ccc(C(=O)NCc2ccco2)cc1OCC,8
CC1(C)Cc2cc3c(=O)n(-c4ccccc4)c(=S)[nH]c3nc2CO1,10
COc1cc(/C=C2/SC(=S)NC2=O)cc(Cl)c1OCc1ccccc1F,9
COC(=O)c1c(C)oc2cc(Br)c(OC(=O)c3ccco3)cc12,0
Cc1nc2ccccc2n1CC(O)COc1ccc(I)cc1 (configuration not stated),2
CC(C)(C)c1ccc(-c2nc3cc(NC(=S)NC(=O)c4ccco4)ccc3o2)cc1,9
CC(Oc1ccccc1)C(=O)Nc1cc(C(=O)Nc2ccccc2)ccc1Cl (configuration not stated),-2
COc1ccc(-c2ccc(C=C3C(=O)c4ccccc4C3=O)o2)c([N+](=O)[O-])c1,-1
CCc1nnc(NC(=O)/C=C/c2ccc3c(c2)OCO3)s1,9
Cc1ccc(OCCOc2ccc(Cl)cc2/C=N/n2cnnc2)cc1,1

# Next part.
smiles,ER stress death
O=[N+]([O-])c1cc(C=Nc2cccc3nsnc23)c(O)c2ccccc12,3
COC(=O)C1=C(C)NC2=C(C(=O)CC(c3ccccc3)C2)C1c1cccc([N+](=O)[O-])c1 (configuration not stated),0
COc1ccc(N2C(=O)CC(Cc3ccc(Br)cc3)C2=O)cc1 (configuration not stated),1
O=[N+]([O-])c1ccc(-c2nnc(-c3ccco3)o2)c(Cl)c1,2
CCOC(=O)/C(C#N)=C/c1ccc(-c2cccc(Br)c2)o1,6
COc1ccccc1C/C(N)=N/OC(=O)c1ccccc1OC,-3
COc1cccc(CN2CCN(C(=O)c3cccc(Cl)c3)CC2)c1OC,2
COCCCNC(=O)COc1cccc(C)c1,-7
O=c1[nH]c(=O)n(-c2ccccc2Cl)c(O)c1C=Nc1cccc(Cl)c1,8
COc1ccc(-c2cc(C(=O)Nc3cccc(Cl)c3)c3ccccc3n2)cc1,5
CCOc1cccc(C(=O)Nc2nnc(-c3cccs3)s2)c1,10
COc1ccc(Cl)cc1C(=O)Nc1ccc(C)cc1C,2
COc1ccc(C2Nc3ccccc3C(=O)N2Cc2ccco2)cc1COc1ccc([N+](=O)[O-])cc1 (configuration not stated),4
Cn1c2ccc(I)cc2c2cc(C(=O)C(F)(F)F)ccc21,3
CSc1nc(-c2ccccc2)nc(N2CCOCC2)c1C(C)=O,3
CCOc1ccc(N(CC(=O)N2CCCCC2)S(C)(=O)=O)cc1,8
Cc1cc(C)c(NC(=S)NC(NC(=O)c2ccc(Br)cc2)C(Cl)(Cl)Cl)c(C)c1 (configuration not stated),10
COc1cc(C=O)ccc1OCc1c(C)no[n+]1[O-],-5
COCCOC(=O)C1=C(C)N=c2s/c(=C/c3ccccc3OC)c(=O)n2C1c1ccc(OC)cc1 (configuration not stated),4
COc1ccccc1C1/C(=C(/O)c2ccccc2)C(=O)C(=O)N1CC1CCCO1 (configuration not stated),8

# 4 of the compounds above, with each value named.
COc1ccc(-n2c(O)c(C3=c4ccccc4=NC3=O)sc2=O)cc1
  ER stress death = 2
Cc1ccc(CN2CCN(CCNC(=O)C(=O)Nc3ccc(F)cc3)CC2)cc1
  ER stress death = 2
Cc1ccc2nc3[nH]c(=O)[nH]c(=O)c3nc2c1
  ER stress death = 1
CC(=O)Nc1ccc(S(=O)(=O)Nc2ccc3c(c2)OCCO3)cc1
  ER stress death = -6

# The listing continues:
smiles,ER stress death
COc1ccc(Br)cc1C=C1C(=O)N(C)C(=O)N(C)C1=O,0
Cc1cccnc1N1C(=O)C2C3c4ccccc4C(c4ccccc43)C2C1=O (configuration not stated),2
Cc1ccc(NC(=O)CSc2nsc(SCC(=O)Nc3ccc(C)cc3)c2C#N)cc1,-3
COc1ccccc1C(=O)Nc1ncn[nH]1,8
COc1ccccc1NC(=O)c1ccc(NC(=O)C(C)(C)C)cc1,1
COc1cccc(OCc2cc(C3Nc4ccccc4C(=O)N3Cc3ccccc3)ccc2OC)c1 (configuration not stated),10
C=CCN1C(=O)/C(=C\c2cc(Br)cc(Cl)c2O)C(=O)NC1=S,8
Cc1nn(-c2ccccc2)c(C)c1CC(=O)N(c1ccccc1)c1ccccc1,4
CCOc1ccc(C(=O)Nc2ccc(NC(=O)c3ccco3)c(OC)c2)cc1Br,3
Cc1nc2ccccc2n1S(=O)(=O)c1ccc(Br)cc1,0
COc1ccccc1/C=C1\SC(=S)N(Nc2nc(C)cc(C)n2)C1=O,-2
Cc1ccc([N+](=O)[O-])cc1N1C(=O)C2C3C=CC(CC3)C2C1=O (configuration not stated),-1
O=C(NCc1ccco1)/C(=C/c1cccc([N+](=O)[O-])c1)NC(=O)c1cccs1,3
CC1(C)CC(=O)C2=C(C1)OC(N)=C(C#N)C2c1c2ccccc2cc2ccccc12 (configuration not stated),7
Cc1ccc(CN2CCN(Cc3c[nH]c4ccccc34)CC2)cc1,-8
CCOC(=O)c1c(-c2ccc(F)cc2)csc1NC(=O)C1CC=CCC1C(=O)O (configuration not stated),15
Cc1ccc(NC(=O)C(=O)NCCc2ccc(Cl)cc2)cc1,8
CC1(C)CC(CCNCc2ccccc2)(Cc2ccccc2)CCO1 (configuration not stated),-9
COc1cc(NC(=O)c2cccc(Cl)c2)cc(OC)c1,-1
C=CCN1C(=O)/C(=C\c2ccco2)C(C(=O)OC)=C1C,0

# Reprinted from the part before: two compounds, followed by the next part.
smiles,ER stress death
COc1cc(NC(=O)c2cccc(Cl)c2)cc(OC)c1,-1
C=CCN1C(=O)/C(=C\c2ccco2)C(C(=O)OC)=C1C,0
CCOc1ccc(C2C(C(=O)OC)=C(C)NC(C)=C2C(=O)OC)cc1OC,8
COc1ccc(NC(=O)C2=C(C)NC(=O)NC2c2cc(OC)c(OC)c(OC)c2)cc1 (configuration not stated),-1
Cc1ccc(S(=O)(=O)N(Cc2ccccc2)c2ccccc2C(=O)NC2CCCC2)cc1,10
Cc1cc(C)c(C(=O)/C=C/c2ccc(-c3ccccc3)o2)cc1C,4
Cc1ccc2c(Cl)c(-c3nnc(-c4ccc(Cl)cc4)o3)sc2c1,0
Cc1ccc(N=C(NOCc2cccc(Br)c2)c2nonc2N)cc1,9
